HT1080 IDH1KD tx = HT-1080 IDH1 knockdown cell toxicity (counter line) | HT-1080 IDH1 knockdown viability, ATP luminescence, 48 h | Potency, µM (highest dose often 46.1 µM), for inactives: at the top dose activity, negative = toxicity, actives largely listed as cytotoxic | actives 2% (n = 360,000) | AID 686971;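 further: potency means the concentration at half of the fitted maximal effect; 0% = DMSO wells and -100% = cell-free medium wells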
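CellTiter-Glo luminescence after 48 h compound exposure at 37 degrees C of IDH1-knockdown HT-1080 cells in 5% FBS RPMI. %Activity scaled between DMSO wells and cell-free media wells, with curves fitted and assigned curve classes.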
ATXN viability = cell viability loss in ATXN counter-screen. S2 cells (HEK-293 line with an ATXN2-luciferase reporter) viability, CellTiter-Fluor protease fluorescence, 24 h. actives 0.49% (n = 400,000). Potency, µM (highest dose often 56.7 µM), most hits filed as cytotoxic. AID 651635; further: potency means the concentration at half of the fitted maximal effect; nearly all actives have a fitted effect of over 40% in size
HT1080NT lethal = kills 2HG-producing HT-1080-NT fibrosarcoma cells; actives 1.6% (n = 360,000); HT-1080-NT fibrosarcoma viability, CellTiter-Glo ATP luminescence, 48 h; Potency, µM (doses to about 46.1 µM), for the others: top-dose activity, negative = less viability, actives largely listed as cytotoxic;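 further: NT is the 2HG producing partner of a matched IDH1 knockdown line; potency means the concentration at half of the fitted maximal effect; 0% = DMSO-treated cells and -100% = media-only wells without cells; nearly all actives have a fitted effect of over 55% in size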
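Viability by CellTiter-Glo luminescence after 48 h compound exposure at 37C of HT-1080-NT cells (750/well, RPMI, 5% FBS). % activity scaled between DMSO wells and medium-only wells, then curve-fitted and categorized by curve class.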
ATXN2 expr inh = ATXN2 expression inhibition. actives 0.72% (n = 360,000). HEK-293 ATXN2-luciferase reporter, luminescence, 24 h. Potency, µM (series often up to 57 µM), for inactives: top-dose activity change, negative = inhibition, most hits filed as inhibitors; further: potency means the concentration at half of the fitted maximal effect; on the % scale 0 is the no-effect control and ±100 the full control effect; nearly all actives have a fitted effect of over 55% in size
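ATXN2-luciferase reporter cells (luciferase flanked by upstream and downstream ATXN2 gene portions) were treated 24 h at 37 °C with compounds at up to 57 uM. SteadyGlo luminescence gave expression; GF-AFC fluorescence gave viability.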
KB-3-1 tox = kills parental KB-3-1 adenocarcinoma cells. KB-3-1 viability, CellTiter-Glo ATP luminescence, 72 h. Potency, µM (series often up to 46.1 µM), for inactives: at the top dose activity change, negative = cytotoxic, usual class: cytotoxic. actives 1.4% (n = 400,000). AID 1347075; further: potency means the concentration at half of the fitted maximal effect; on the % scale 0 is the no-effect control and ±100 the full control effect; nearly all actives have a fitted effect of over 60% in size
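72 h, 37 °C compound treatment of KB-3-1 parental cells; CellTiter-Glo added, 10 min, luminescence read. Data corrected against DMSO-only plates and normalized before curve fitting.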
KB-V1 cytotox = kills drug-selected multidrug resistant KB-V1 cells | actives 3.4% (n = 400,000) | KB-V1 MDR cells viability, CellTiter-Glo, 72 h | Potency, µM (doses to about 46.1 µM), for inactives: at the top dose activity change, negative = cytotoxicity, usual class: cytotoxic; further: potency means the concentration at half of the fitted maximal effect; on the % scale 0 is the no-effect control and ±100 the full control effect; nearly all actives have a fitted effect of over 60% in size
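Compound-treated KB-V1 multidrug-resistant cells, 72 h, 37 degrees C; viability by CellTiter-Glo. Fitted qHTS curves give the values.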
SW480 rerep = induces DNA re-replication in SW480 colon adenocarcinoma cells. SW480 DNA re-replication, Hoechst DNA content imaging, 48 h. Potency, µM (series often up to 46.1 µM), for inactives: at the top dose re-replication activation, actives largely listed as activators. actives 1.8% (n = 340,000). AID 624297; further: potency means the concentration at half of the fitted maximal effect; % of control where 0% means no effect; nearly all actives have a fitted effect of over 55% in size
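Hoechst fluorescence of nuclei (405 nm excitation, 500-530 nm emission) measured by plate-scanning imager after 48 hr compound exposure at 37 C; re-replication scored as increased number of nuclei with elevated intensity.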
MCF10A rerep = induces DNA re-replication in MCF 10a normal breast cells | Potency, µM (doses to about 46.1 µM), without a hit: at the highest dose activity, positive = re-replication, actives largely listed as activators | MCF 10A DNA re-replication, Hoechst nuclear intensity, 48 h | actives 2.9% (n = 350,000); further: potency means the concentration at half of the fitted maximal effect; % of control where 0% means no effect; nearly all actives have a fitted effect of over 50% in size
IL1B secr inh = inhibitors of inflammasome signaling (IL-1 beta secretion) | THP-1 LPS/ATP IL-1B secretion, AlphaLISA, 16 h; active compounds read low | activity change, % at 57.5 µM | actives 4.7% (n = 360,000); in the data active means activity change below about -50%; inconclusive means mostly about -30% to -49%; further: on the % scale 0 is the no-effect control and ±100 the full control effect
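THP-1 cells pretreated 1 hr with compounds (up to 57.5 uM final), then stimulated with LPS (250 ng/mL final) plus ATP (1.25 mM final); secreted IL-1B measured by AlphaLISA after 16 hr, decreased signal indicating inhibition.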
Numbers without * were called inactive; i = inactive; ? = inconclusive; · = not tested or not shown; & = joins results of further samples; [ ] = remark or other dose. Unless noted, the call rests on the fitted dose curve; in most records, active means well fitted curve in the direction sought with a large enough effect; inconclusive means small, poorly fitted or top-dose-only effect, or another doubt; inactive means no such curve, though single readings can be large; an effect the other way counts as inactive or inconclusive.

cpd	structure	HT1080 IDH1KD tx	ATXN viability	HT1080NT lethal	ATXN2 expr inh	KB-3-1 tox
1	COc1cc(OC)cc(C(=O)OCC(=O)NC2CCCCCCC2)c1	-2%	i	-1%	·	2%
2	Cc1ccc(NC(=O)CN2CCN(S(=O)(=O)c3ccc(F)cc3)CC2)cc1C	-12%	i	-1%	-10%	-3%
3	O=C(NCc1nnc(SCC(=O)N2CCN(c3ccccc3)CC2)o1)c1ccc(F)cc1	-9%	i	-1%	-19%	-14%
4	CCCn1c(N)c(C(=O)CSc2nnc(-c3c[nH]c4ccccc34)n2C2CC2)c(=O)[nH]c1=O	-6%	?	1%	0%	0%
5	CCOc1cc(/C=N/NC(=O)Cn2nc([N+](=O)[O-])cc2C)cc(Br)c1OCc1ccccc1F	10µM*	i	?	-17%	?
6	Cc1ccc(NC(=O)Cn2c(=O)n(Cc3nc(C)no3)c(=O)c3cc4c(cc32)OCO4)c(C)c1	·	i	·	4%	3%
7	CCCCN(C)C(=O)c1cc2cc3ccc(OC)cc3nc2s1	?	i	-27%	-15%	-25%
8	CCOc1ccc(NC(=O)C(C)Oc2ccc(C#N)cc2)cc1S(=O)(=O)N1CCCC1 (configuration not stated)	1%	i	-1%	-4%	2%
9	CNC(=S)NCc1ccc(Cl)cc1	8%	i	11%	-7%	3%
10	O=[N+]([O-])c1ccccc1S(=O)(=O)N1CCN(Cc2cc3c(cc2O)OCO3)CC1	0%	i	10%	8%	-15%
11	CCC(c1nnnn1C(C)(C)C)N1CCN(C/C=C/c2ccccc2)CC1 (configuration not stated)	10%	i	0%	-18%	0%
12	COc1ccc(-c2oc3ncnc(NCCCN(C)C)c3c2-c2ccc(OC)cc2)cc1	?	?	?	?	?
13	Clc1ccccc1/C=N/c1cc(-c2ccccc2)nn1-c1ccccc1	4%	i	-3%	38%	-13%
14	CCCCN(CC)CCNC(=O)C1CCN(S(=O)(=O)c2cccc3nsnc23)CC1	12%	i	1%	4%&-5%	?
15	Fc1ccc(C(c2nnnn2C2CCCC2)N2CCN(Cc3ccccc3)CC2)cc1 (configuration not stated)	11%	?	1%	2%	-1%

cpd	KB-V1 cytotox	SW480 rerep	MCF10A rerep	IL1B secr inh
1	16%	·	·	18
2	-17%	-5%	-2%	-13
3	-8%	7%	-4%	51
4	2%	-2%	-1%	41
5	?	?	30%	16
6	-16%	·	·	·
7	?	3%	8%	-27
8	?	-19%	-1%	16
9	17%	-9%	-3%	-7
10	-13%	-2%	5%	-22
11	2%	·	·	-7
12	-4%	?	11%	-64*
13	-4%	4%	-1%	-11
14	-7%&-1%	-8%	8%	16
15	3.7µM*	-2%	1%	-54*

Going on with the list.
cpd	structure	HT1080 IDH1KD tx	ATXN viability	HT1080NT lethal	ATXN2 expr inh	KB-3-1 tox
16	Cc1ccc(CNC(=O)c2c(-c3ccccc3Cl)noc2C)o1	·	i	·	12%	-5%
17	C[C@]12c3[nH]c4ccccc4c3CCN1C(=O)C(CC(=O)NCCC1=CCCCC1)C[C@@H]2C(=O)N1CCCCC1 (some centres not stated)	0%	i	7%	11%	5%
18	O=C(O)c1ccc(-n2nc(-c3ccccc3)c3ccccc3c2=O)cc1	-3%	i	8%	-10%	4%
19	Cc1ccc(CNC(=O)CCNC(=O)Cn2ccc3ccccc3c2=O)o1	2%	·	5%	·	2%
20	Cc1nn(-c2ncc(C(F)(F)F)cc2Cl)c(=O)n1-c1ccccc1F	-3%	i	-7%	3%	3%
21	Nc1nnc(SCC(=O)N2CCCCC2)s1	-1%	i	25%	-2%	6%
22	CCOC(=O)c1sc(NC(=O)c2cccc(S(=O)(=O)N3CCN(C)CC3)c2)cc1C	?	i	?	-30%	-30%
23	Cc1nc2cc(NC(=O)Nc3ccc(Br)cc3)ccc2o1	?	i	-7%	·	?
24	Cn1c(=O)n(C)c2cc(S(=O)(=O)NCc3ccccc3)ccc21	-3%	i	-6%	-13%	-12%
25	CCN1CCc2c(OCC(=O)N3N=C(c4cccs4)CC3c3ccc(F)cc3)cccc2C1=O (configuration not stated)	?	i	?	?	?
26	O=C(NNC(=O)c1cccnc1)NC1CCCCC1	-4%	i	-1%	·	2%
27	CCOc1ccc(C(=O)NCc2ccco2)cc1	-8%	i	-15%	36%	-6%
28	NC(=O)C1(Nc2ccccc2Cl)CCCC1	0%	i	0%	-8%	·
29	O=C(/C=C/Sc1ccccc1)c1ccccc1	5.6µM*	·	2.8µM*	?	-7%
30	CN(C)S(=O)(=O)c1cccc(COC(=O)c2ccc3c(c2)OCO3)c1	-3%	i	-9%	-12%[2.22 µM]	0%

cpd	KB-V1 cytotox	SW480 rerep	MCF10A rerep	IL1B secr inh
16	5%	·	·	·
17	-1%	-8%	-7%	32
18	18%	-14%	-6%	11
19	5%	-25%	9%	-16
20	-18%	-1%	-5%	32
21	25%	-9%	-29%	18
22	-7%	-1%	-2%	8
23	?	1%	-17%	0
24	-25%	-8%	-6%	32
25	?	18%	16%	-57*
26	5%	-3%	0%	5
27	1%	2%	?	-4
28	·	5%	?	-2
29	2%	21µM*	5.2µM*	-104*
30	-11%	-52%[1.84 µM]	-21%	8

More results:
cpd	structure	HT1080 IDH1KD tx	ATXN viability	HT1080NT lethal	ATXN2 expr inh	KB-3-1 tox
31	Cc1ccc(C(c2nnnn2C2CCCCC2)N2CCN3CCCC3C2)cc1 (configuration not stated)	-6%	i	10%	-10%	-2%
32	COC(=O)c1c(C(=O)OC)c(-c2ccc(C)cc2)n2c1CCC2	-3%	i	6%	-15%	-6%
33	Cc1ccccc1N(CC(=O)N1CCc2ccccc2C1)S(C)(=O)=O	10%	i	4%	1%	9%
34	COc1ccc([C@H]2CC(=O)C=C(c3c(OC)cccc3OC)C2)cc1	5.8µM*	i	4.6µM*	-17%	?
35	Cc1cccc(C(=O)O)c1[N+](=O)[O-]	8%	i	1%	2%	0%
36	Cc1ccc(S(=O)(=O)NCC(c2cccnc2)N2CCN(Cc3ccccc3)CC2)cc1 (configuration not stated)	0%	i	-14%	-6%	3%
37	O=C(CN1CCN(c2ccccn2)CC1)Nc1ccc(OC(F)(F)F)cc1	-5%	i	-26%	-12%	3%
38	Cc1ccc(C(c2nnnn2C(C)(C)C)N2CCN(C3CCCC3)CC2)cc1 (configuration not stated)	-2%	i	3%	-5%	-2%
39	Nc1ccc(S(=O)(=O)NC2(C(F)(F)F)NC(=O)N(c3ccc(F)cc3)C2=O)cc1 (configuration not stated)	-1%	i	4%	17%	-16%
40	C[N+]1(CC(=O)OCCCc2ccccc2)CCOCC1	4%	i	11%	-5%	9%
41	O=C1C=C(/C=C/C2C=CC=CC2)C[C@@H](c2ccc(Cl)cc2)C1 (some centres not stated)	-11%	i	-14%	10%	-3%
42	COc1ccc(NC2CS(=O)(=O)CC2OC(=O)c2ccc(F)cc2)cc1 (configuration not stated)	-3%	i	1%	7%	3%
43	O=C(O)c1ccc(NC(=O)C(c2ccccc2)c2ccccc2)cc1	4%	i	6%	12%	4%
44	COc1ccc(NC(=O)COc2ccc(C)c(C)c2)cc1S(=O)(=O)N1CCCCC1	-8%	i	?	-20%	-3%
45	C[C@@H]1CN([C@H](C)CO)C(=O)c2cc(NC(=O)Nc3ccc(C(F)(F)F)cc3)ccc2O[C@H]1CN(C)S(=O)(=O)c1ccccc1	?	?	?	-31%	?
46	Cc1cccc(C)c1OCC(=O)N1CCc2ccccc2C1	14%	i	9%	5%	-5%
47	Cc1oc(-c2ccccc2)cc1C(=O)Nc1cccc(/C=C/C(=O)O)c1	-3%	i	-7%	1%[11.3 µM]	1%

cpd	KB-V1 cytotox	SW480 rerep	MCF10A rerep	IL1B secr inh
31	-4%	5%	15%	-15
32	15µM*	0%	-1%	-11
33	-12%	11%	-2%	3
34	?	18µM*	1.2µM*	0
35	3%	?	2%	7
36	9%	4%	3%	-10
37	0%	2%	14%	-25
38	-1%	-1%	1%	5
39	-6%	-10%	-22%	12
40	-1%	-4%	3%	41
41	2%	?	11%	-3
42	-21%	0%	0%	9
43	-1%	-40%[inhibitor]	3%	46
44	-11%	-76%[inhibitor]	-8%	?
45	7%	-4%	-26%	?
46	-6%	-33%	3%	-82*
47	8%	-3%	-10%	-16

Five compounds picked at random from the list so far:
cpd	structure	HT1080 IDH1KD tx	ATXN viability	HT1080NT lethal	ATXN2 expr inh	KB-3-1 tox
39	Nc1ccc(S(=O)(=O)NC2(C(F)(F)F)NC(=O)N(c3ccc(F)cc3)C2=O)cc1 (configuration not stated)	-1%	i	4%	17%	-16%
28	NC(=O)C1(Nc2ccccc2Cl)CCCC1	0%	i	0%	-8%	·
16	Cc1ccc(CNC(=O)c2c(-c3ccccc3Cl)noc2C)o1	·	i	·	12%	-5%
40	C[N+]1(CC(=O)OCCCc2ccccc2)CCOCC1	4%	i	11%	-5%	9%
10	O=[N+]([O-])c1ccccc1S(=O)(=O)N1CCN(Cc2cc3c(cc2O)OCO3)CC1	0%	i	10%	8%	-15%

cpd	KB-V1 cytotox	SW480 rerep	MCF10A rerep	IL1B secr inh
39	-6%	-10%	-22%	12
28	·	5%	?	-2
16	5%	·	·	·
40	-1%	-4%	3%	41
10	-13%	-2%	5%	-22

From PubChem BioAssay
